High-throughput results (PubChem BioAssay)
KLF5 inhibitor: KLF5 expression inhibitors, primary screen, DLD-1 cells, luminescence; inhibition, % at 5 µM; DLD-1 KLF5 promoter-luciferase reporter; actives 0.23% (n = 290,000);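 active means inhibition above a per-plate limit of that plate's mean compound inhibition plus 3 SD, cut at about 60% in these data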;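 further: 0% = DMSO wells and 100% = LY294002 at 200 µM; higher means less KLF5 promoter-driven luciferase light; inactives centre near -14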
IEC-6 cytotox: cytotoxicity in IEC-6 intestinal epithelial cells, primary screen, cytotoxicity control for KLF5 inhibitor project, cell-based, luminescence | actives 0.78% (n = 290,000) | inhibition, % at 5 µM | IEC-6 cytotoxicity, luminescence viability | AID 1825, 2009; in the data active means inhibition above about 22%;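 further: 0% = plate median of test compound wells and 100% = cytotoxic reference compound wells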
HSP90 inh: HSP90 inhibitors, primary screen, cell lysate, luminescence. Rabbit reticulocyte lysate, luciferase refolding luminescence, 3 h. inhibition, % at 5.6 µM. actives 0.91% (n = 290,000). AID 1789, 2009;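 active means inhibition above the screen-wide mean plus 3 SD, computed separately per campaign, cut at about 16% in these data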;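 further: 0% = DMSO wells and 100% = 60 µM geldanamycin wells; inhibitors lower the luminescence because luciferase stays unfolded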
HSF1 inhib: HSF1 inhibitors in luciferase reporter cells, primary screen, cell-based, NIH3T3, luminescence; actives 0.77% (n = 300,000); activity change, negative = inhibition, % at 7.5 µM (by protocol); NIH3T3-HGL HSE-luciferase, MG132-induced, luminescence 8 h; hits give low values;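 active means more than half of replicate wells show activity change below -50%, luminescence cut by over half; inconclusive means some wells, but at most half, below -50%; inactive means no replicate well below -50%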;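 further: luciferase reports HSF-1 transcriptional activity via heat shock element; 0% = median of DMSO wells and -100% = zero luminescence signal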
aSyn 5UTR inh: MLPCN primary screen, SNCA 5' untranslated region. alpha-synuclein 5'UTR reporter, inhibitor activity. inhibition, % (tested at 7.5 µM). actives 0.82% (n = 300,000); in the data active means inhibition above about 60%; inconclusive means no clear call, values can overlap the other calls;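 further: H4 neuroglioblastoma cells stably carrying SNCA 5'UTR luciferase fusion; 0% = DMSO wells and 100% = positive control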
AI-2 QS mod: Vibrio harveyi AI-2 quorum sensing modulators, primary screen, JMH597 strain, luminescence/OD600 ratio | actives 0.4% (n = 300,000) | activity change, % at 7.5 µM | AID 2094, 2009 | Vibrio harveyi JMH597 AI-2 luminescence/OD600 ratio, 9 h; hits give low values; strain lacks LuxN and CqsS sensors; 0 = neutral-control median; in the data active means activity change below about -75%, passing the limit was not always enough; inconclusive means no clear call, values can overlap the other calls;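 further: luminescence divided by OD600 gain over 9 h not by final OD600 alone; inactives centre near 13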
PolyA inhibitor: polyadenylation inhibitors in yeast reporter cells, primary screen, luminescence, S. cerevisiae; S. cerevisiae SKY197-pL101 polyadenylation reporter, beta-gal luminescence; efflux-impaired pdr1/pdr3 knockout yeast; score 100 = 6 SD above DMSO; calls only at 12 µM; actives 0.02% (n = 300,000); AID 1875, 2009;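 active means lowest replicate activity score at least 50, where 100 means six control SD above control mean; inconclusive means lowest score under 50 but half or more replicates reach 50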;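 further: yeast exposed to compound for 9 h at 30 °C; higher score means more reporter readthrough which indicates perturbed polyadenylation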
GSK3A inh: blockers of GSK3A enzyme activity – biochemical, luminescence, cell-free homogeneous, HTS, primary screen. Glycogen synthase kinase-3 alpha (Homo sapiens), P49840. GSK-3 alpha kinase, ADP-Glo luminescence, 60 min. inhibition, % at 10 µM. actives 0.1% (n = 320,000). AID 2650, 2010;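 in the data active means inhibition above about 50%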;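 further: GST-tagged GSK-3 alpha with peptide substrate and 25 µM ATP; 0% = DMSO neutral wells and 100% = GW8510 positive control wells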
Target sequence (P49840 whole entry, looked up): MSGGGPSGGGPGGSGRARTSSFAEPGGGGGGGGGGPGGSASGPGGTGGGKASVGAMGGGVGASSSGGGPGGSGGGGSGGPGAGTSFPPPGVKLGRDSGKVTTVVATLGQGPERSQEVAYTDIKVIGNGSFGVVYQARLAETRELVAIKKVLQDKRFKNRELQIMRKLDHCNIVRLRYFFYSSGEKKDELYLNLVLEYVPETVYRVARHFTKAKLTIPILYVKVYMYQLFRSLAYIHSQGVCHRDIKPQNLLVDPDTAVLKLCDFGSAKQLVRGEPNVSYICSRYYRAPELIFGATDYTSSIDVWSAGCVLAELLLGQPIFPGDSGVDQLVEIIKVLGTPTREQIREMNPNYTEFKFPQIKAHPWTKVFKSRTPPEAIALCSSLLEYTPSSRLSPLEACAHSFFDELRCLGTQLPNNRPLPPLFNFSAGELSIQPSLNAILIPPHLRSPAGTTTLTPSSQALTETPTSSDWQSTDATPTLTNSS
GSK3beta inhib: human GSK3beta kinase inhibitors, primary screen, biochemical, cell-free homogeneous, HTS. Glycogen synthase kinase-3 beta (Homo sapiens), P49841. GST-GSK3beta kinase, ADP-Glo luminescence, 60 min; hits give low values. activity score (negative = inhibition), % at 10 µM. actives 0.038% (n = 300,000). AID 2097, 2009;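 active means more than half of replicate wells score below -50%, meaning over 50% inhibition versus plate controls; inconclusive means some replicates but at most half score below -50%; inactive means no replicate scores below -50%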;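 further: 0% = median DMSO wells and -100% = median GW8510 positive control wells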
Target sequence (P49841 whole entry, looked up): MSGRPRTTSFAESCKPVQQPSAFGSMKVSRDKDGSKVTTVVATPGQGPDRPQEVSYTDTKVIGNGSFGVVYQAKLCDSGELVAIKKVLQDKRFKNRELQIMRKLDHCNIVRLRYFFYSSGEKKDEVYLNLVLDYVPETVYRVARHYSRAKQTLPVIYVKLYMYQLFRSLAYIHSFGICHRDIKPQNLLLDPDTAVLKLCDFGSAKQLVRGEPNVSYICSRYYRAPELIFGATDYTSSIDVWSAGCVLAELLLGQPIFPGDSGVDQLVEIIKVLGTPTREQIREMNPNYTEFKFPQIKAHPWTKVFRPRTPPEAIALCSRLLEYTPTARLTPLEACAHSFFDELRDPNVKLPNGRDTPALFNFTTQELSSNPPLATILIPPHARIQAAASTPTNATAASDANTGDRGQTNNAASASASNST
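Test system: GST-fused GSK3beta enzyme, cell-free | Quantity: 1.6 ng GST-GSK3beta enzyme per well | Reagent: 25 µM ATP with peptide substrate | Schedule: 60 min enzyme reaction, room temperature | Signal: Luminescent ADP-Glo measurement of ADP formed | Read-out basis: Score relative to plate controls | Control set: DMSO and 20 µM GW8510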
HSF-1 act: HSF-1 activators, primary screen, NIH3T3-HGL cells, MG132 stress, luminescence, single point; NIH3T3-HGL HSF-1 luciferase reporter, 8 h; 100% = twice DMSO control signal; activation, % at 9 µM; actives 1.7% (n = 300,000); AID 504408, 2011;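 active means mean replicate activation of at least 50% with a set share of replicates each reaching 50%; inconclusive means only one of those two conditions met; inactive means mean below 50% and too few replicates reaching it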;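 further: 0% = median of the neutral control wells and 100% = twice that signal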
* = called active by the depositor; i = inactive; ? = inconclusive; . = not tested or not shown. Not all compounds are listed; count on the stated rates, not on these rows.

Values run as follows: KLF5 inhibitor, IEC-6 cytotox, HSP90 inh, HSF1 inhib, aSyn 5UTR inh, AI-2 QS mod, PolyA inhibitor, GSK3A inh, GSK3beta inhib, HSF-1 act
1: CCOC(=O)C1CCN(S(=O)(=O)c2ccc3c4c2CC(=O)N4CC(C)S3)CC1 (stereo unspecified)
  -7, -6, 0, -2, 6, 21, i, -2, 0, 9
2: C=CCn1c(C)cc(C(=O)COC(=O)C2CC(=O)N(Cc3ccccc3)C2)c1C (stereo unspecified)
  -8, 4, 3, 1, -6, ., i, 0, ., -12
3: COCc1ccc(C(=O)Nc2ccccc2C(=O)NCc2cccnc2)cc1
  0, 2, -1, 2, -5, ., ., 6, ., 14
4: COc1ccc2oc(=O)c(C(=O)N3CCN(C(=O)c4ccccc4)CC3)cc2c1
  3, -6, -2, -2, 1, 17, i, 6, 2, 7
5: O=C(c1cc(-c2ccccc2Cl)nc2ccc(Br)cc12)N1CCN(c2ccccn2)CC1
  10, 46*, 9, -8, 23, 22, i, 1, 0, -1
6: CC(=O)C1=C(O)C(=O)OC1c1ccc(C)cc1 (stereo unspecified)
  -17, -6, -1, -10, 5, 4, i, 6, 0, -3
7: Cc1ccc(C2CC(c3ccccc3)=NN2C(=O)CSc2nnc(-c3ccncc3)n2C)o1 (stereo unspecified)
  5, 4, 0, 15, 13, 8, i, 5, 0, 31
8: Cc1ccc(S(=O)(=O)N2c3ccccc3-c3c(ssc3=S)C2(C)C)cc1
  -4, -9, 3, 0, 23, 14, i, 0, -2, -2
9: COc1cc(Cl)c(C)cc1NC(=O)COC(=O)c1cc(SC)ccc1Cl
  -18, 2, -2, -7, -8, 12, i, 1, -1, 9
10: NS(=O)(=O)c1ccc(CCNC(=O)c2ccc(S(=O)(=O)N3CCCCC3)cc2)cc1
  -39, 0, -1, 5, 3, 3, i, 1, 2, 5
11: CN(C)C(CNC(=O)c1cccc(S(=O)(=O)N(C)C)c1)c1ccccc1 (stereo unspecified)
  -20, 0, 15, -7, -10, 22, i, 3, 2, -6
12: COc1cc(Br)c(Br)c(Br)c1N
  -18, 3, -1, 0, -13, 1, i, -1, -9, -3
13: O=C(COC(=O)[C@H](Cc1c[nH]c2ccccc12)NC(=O)c1cccs1)NCc1ccccc1
  -6, 4, -2, 3, 17, 40, i, -2, 1, 17
14: COCC(=O)N1CCC(Oc2ccc(C(=O)NC(C)c3nccs3)cc2)CC1 (stereo unspecified)
  -20, -3, -5, 1, -12, 22, i, -3, -1, 0
15: COc1ccccc1C(c1nnnn1C(C)(C)C)N1CCN(C(=O)c2ccco2)CC1 (stereo unspecified)
  0, 0, 0, -2, -6, 2, i, -1, 3, -5
16: Cc1nn(-c2ccccc2)c(Cl)c1/C=N/Nc1ccc(S(=O)(=O)Nc2ccccc2C(=O)O)cc1[N+](=O)[O-]
  -6, -2, -2, 2, -30, 52, i, -5, -1, -7
17: CCCn1c(CN2CCN(C(=O)c3ccco3)CC2)nc2c1c(=O)n(C)c(=O)n2C
  -17, 0, -3, 7, 20, 19, i, 0, 4, -16
18: COc1ccc(/C=C/C(=O)c2ccc(C(=O)/C=C/c3ccc(OC)c(OC)c3)cc2)cc1OC
  -28, 5, 10, -1, -23, 5, i, ., -1, 8
19: Cc1cc(C)c2cc(CN(Cc3cccs3)Cc3nnnn3CC3CCCO3)c(=O)[nH]c2c1 (stereo unspecified)
  5, 3, 1, 2, 42, 15, i, -2, -1, 18
20: O=C(NNC(=O)c1ccc(SCC2CCCO2)c([N+](=O)[O-])c1)c1ccc(F)cc1 (stereo unspecified)
  12, 2, 1, -1, 7, 0, i, -1, 9, -2
21: COc1ccccc1-c1ccc(=O)n(CC(=O)NC(C)(C)C)n1
  -1, -1, -1, 0, 25, 19, ., 1, 0, 4
22: Cc1csc2ncnc(N3CCN(C(=S)Nc4ccc(C(F)(F)F)cc4)CC3)c12
  -23, 0, 7, -7, ?, -3, i, 1, 1, -10
23: COc1ccc(CNC(=O)CSc2nc(SC)ns2)cc1
  -19, -3, -2, -3, 9, 16, ., -4, 0, -7
24: CCOC(=O)c1c(C)[nH]c(C)c1S(=O)(=O)N(C)CC(=O)N(C)Cc1ccccc1
  -6, 4, 6, -7, 5, 1, i, 2, 5, 9
25: COc1ccc(-c2[nH]ncc2Oc2ccccc2OC)c(O)c1
  -9, 2, 3, 11, -5, -3, i, -1, -8, 13
26: CCOc1ccc2nc(NC(=O)Nc3cccs3)sc2c1
  8, 4, -4, 50, -103, 5, i, 0, 5, 80*
27: CCOC(=O)c1cccc(NC(=O)CCCn2c(=O)c3cccn3c3cccnc32)c1
  -23, 1, 2, 3, -6, 14, i, 0, 3, -14
28: C/C(=N\Nc1cc(N2CCOCC2)nc(C)n1)c1ccc(F)cc1
  -43, 5, -2, -8, 11, -4, i, -8, 1, -2
29: COC(=O)Nc1ccc2c(c1)N(C(=O)CCN1CCN3CCCC3C1)c1ccccc1S2 (stereo unspecified)
  5, 4, 4, 25, -14, -5, i, -3, 3, 48
30: CCOc1ccccc1NC(=O)N1CCCC1C(=O)Nc1ccc(NC(C)=O)cc1 (stereo unspecified)
  -3, 4, 3, -9, 1, 10, i, -1, 0, -12
31: CCOC(=O)C1CCN(c2ncnc3c2nnn3Cc2ccccc2Cl)CC1
  -36, -3, 8, -8, 3, 30, i, -5, -3, -15
32: CCc1ccc(OCc2nnc(SCC(=O)NCC3CCCO3)n2C)cc1 (stereo unspecified)
  0, 9, 1, -2, 4, 24, i, -4, 2, 1
33: N#Cc1ccc(N2C(=O)[C@@H]3C(C(=O)C(c4ccccc4)c4ccccc4)=NN[C@@H]3C2=O)cc1
  -37, 6, -1, 2, 15, 21, i, 1, -21, 16
34: Cn1cccc1/C=C1\SC(=Nc2cccc(O)c2)NC1=O
  -21, -1, 6, 17, -241, 9, i, 4, 1, 8
35: CCN(C(=O)Cc1c(C(=O)O)n(CC)c2ccccc12)c1ccccc1C
  -43, -2, -7, -2, 11, 32, i, -2, 4, -1
36: O=c1oc2ccccc2cc1-c1cn(-c2ccccc2)c(=S)[nH]1
  59, 31*, 66*, -88*, 119*, 7, i, 5, -1, -89
37: COc1cccc2cc(C(=O)NCCN3CCOCC3)oc12
  -21, -1, -3, -1, 7, 3, i, 3, -6, -4
38: COc1cc(-c2noc(C3CCCN(C(=O)c4c(F)cccc4F)C3)n2)cc(OC)c1OC (stereo unspecified)
  -27, 0, -3, 4, 12, 22, i, 0, 5, 30
39: O=C(Cc1ccc(Cl)cc1)N/N=C/c1ccncc1
  -31, -3, -3, -1, 3, -81*, i, 1, -1, -1
40: COc1ccc(NC(=O)C2CCN(c3nc(-c4ccc(OC)cc4)no3)CC2)cc1
  -41, -7, 0, -9, 4, 32, i, -8, -1, -17
41: CCN1CCCC1CNC(=O)c1ccccc1Cl (stereo unspecified)
  -31, 5, 3, 3, 0, 17, i, -1, 7, 4
42: Cn1c(=O)c2c(SCC(=O)N3CCCC3)nc(-c3ccccc3)nc2n(C)c1=O
  -5, 0, 0, -3, 2, 0, i, 0, 2, -20
43: CCOc1cc(-c2nnc(-c3ccco3)o2)cc(OCC)c1OCC
  -8, 0, -2, 0, 9, 2, i, -3, 8, 0
44: O=C(N/N=C/c1cn(-c2ccccc2)nc1-c1cccs1)c1ccc(Cl)cc1
  -34, -1, 1, -1, -66, 13, i, -1, 1, -2
45: O=C(COc1ccc(S(=O)(=O)N2CCCC2)cc1)N1CCN(c2ccccc2F)CC1
  -31, -3, -3, 3, 10, 18, i, -2, 1, 8
46: CCCCn1c(N)c(N(CC(C)C)C(=O)c2cccc(S(=O)(=O)N(C)c3ccccc3)c2)c(=O)[nH]c1=O
  ., ., ., 4, 16, 15, i, 0, 0, 9
47: Cc1cc(C)c(OCC(=O)N(C)CC(=O)Nc2ccc(N3CCOCC3)cc2)c(C)c1
  0, -2, -1, -5, 26, 9, i, 3, 0, -7
48: Cc1cc2ccccn2c1C(=O)c1ccc(F)cc1
  -24, 6, 0, 13, 0, -5, i, -2, -3, 21
49: Cc1ccc2nc(-c3ccncc3)c(Nc3ccccc3)n2c1
  -28, 9, -4, 2, 36, 27, i, -3, 2, 27
50: CN(C)c1ccc(S(=O)(=O)N(C)C)cc1[N+](=O)[O-]
  1, -3, 4, 0, 16, 23, i, -2, 12, -4
51: CCOc1ccc(S(=O)(=O)Nc2nc3ccccc3nc2-n2ccc(=NC(=O)c3cccs3)cc2)cc1
  -7, 2, 5, 2, -8, 5, i, 0, 5, 4
52: O=C(CN1CCN(c2ccccc2)CC1)N1CCc2[nH]c3ccccc3c2C1
  1, 0, 2, ., ., ., ., 0, ., .
53: COc1cc(OC)cc(C(=O)NNC(=O)c2cc(=O)[nH]c3ccccc23)c1
  ., ., ., -6, -1, 5, i, -1, -2, -5

Pulled by structure from above (2):
Values run as follows: KLF5 inhibitor, IEC-6 cytotox, HSP90 inh, HSF1 inhib, aSyn 5UTR inh, AI-2 QS mod, PolyA inhibitor, GSK3A inh, GSK3beta inhib, HSF-1 act
46: CCCCn1c(N)c(N(CC(C)C)C(=O)c2cccc(S(=O)(=O)N(C)c3ccccc3)c2)c(=O)[nH]c1=O
  ., ., ., 4, 16, 15, i, 0, 0, 9
42: Cn1c(=O)c2c(SCC(=O)N3CCCC3)nc(-c3ccccc3)nc2n(C)c1=O
  -5, 0, 0, -3, 2, 0, i, 0, 2, -20
